S3 lipid droplet – qHTS Assay for Lipid Storage Modulators in Drosophila S3 Cells | Drosophila S3 cells, BODIPY lipid droplet fluorescence, 18-24 h; cells fed with added oleic acid | Potency in µM for hits, for the others lipid storage change, negative = inhibition, % at the top dose, mostly 46.1 µM | 320,000 compounds, 0.64% hits; active = well fitted inhibition curve with a large enough effect in the signal ratio, with a control signal flat, not every such curve was filed as active; inconclusive = small, poorly fitted or top-dose-only effect, or effect the other way, or a change in a side signal; the % refers to the signal ratio
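Laser-scanning cytometry quantifies lipid droplet accumulation (500–530 nm total intensity; droplet/cell object ratio) in oleic acid-fed (400 uM added) Drosophila S3 cells treated with a concentration series. 20 uM Triacsin C defined 100% inhibition.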
S3 lipid droplet cell count max – further read-out of S3 lipid droplet, marked with its call; cell number change, %; measured here: cell count max response;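 cells counted by Cell Tracker Red CMTPX staining in the red channel; peak over a dose series mostly up to 46.1 µM; percent activity relative to internal control wells on each plate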
Numbers without * were called inactive; i = inactive; ? = inconclusive; . = no result given. % is scaled to controls: 0 for no effect and ±100 for the full control effect; potency is read from the fitted curve at half-maximal effect. Only part of the results is shown; the hit share may differ from the screen's.

SMILES	S3 lipid droplet	S3 lipid droplet cell count max
COc1ccc(N2CCN(C(=O)COc3ccc4c(C)c(C)c(=O)oc4c3C)CC2)cc1	?	.
CCN(CC)CCNC(=O)c1ccc2c(c1)ncn2C1CCCCC1	0%	-13
CC1SC(=S)N(c2ccc(N(C)C)cc2)C1=O (stereo not given)	-21%	11
Nc1no[n+]([O-])c1-c1ccccc1	?	.
O=C(Cn1c(=O)oc2cc(S(=O)(=O)N3CCCC3)ccc21)N1CCN(c2ccccc2F)CC1	-1%	-10
Cc1ccc2nsnc2c1S(=O)(=O)N1CCCC1C(=O)O (stereo not given)	0%	-1
O=C(CSc1ncnc2c1cnn2Cc1ccccc1)Nc1ccc2c(c1)OCCO2	?	.
CCNc1nc(NCC)n2c(SCC(=O)Nc3ccccc3[N+](=O)[O-])nnc2n1	15%	22
O=C(CNC(=O)Cc1ccccc1)NCc1cccc(C(F)(F)F)c1	?	.
O=C(c1ccc(=O)[nH]n1)N1CCc2ccccc2C1	5%	6
CCN(CC(=O)Nc1cc(OC)ccc1OC)Cc1nc2ccccc2c(=O)[nH]1	?	.
O=C(Nc1nnc(-c2ccccc2Cl)o1)c1cccnc1	i	.
O=C(COC(=O)/C=C/c1ccccc1)NCc1ccc(Cl)cc1	?	.
CCOC(=O)[C@H]1[C@H]2COc3cc(OC)ccc3[C@@H]2N2C(=O)c3ccc(F)cc3NC(=O)[C@@]12C	?	.
CCCCNC(=O)CSc1nc2ccccc2c(=O)n1CC1COc2ccccc2O1 (stereo not given)	-14%	-16
O=C(c1ccco1)N1CCN(C(=O)C2(S(=O)(=O)c3ccc(Cl)cc3)CC2)CC1	?	.
COc1ccc(OC)c(NC(=O)c2cc3ccccc3o2)c1	?	.
COc1cc([N+](=O)[O-])ccc1Nc1nc(C)cc(C)n1	?	.
Cc1ccsc1C(=O)N(C)C1CCS(=O)(=O)C1 (stereo not given)	?	.
CCC(=O)Nc1ccc2nc(SCC(=O)N3CCOCC3)sc2c1	4%	.
COc1cc(-c2cc(C(=O)OCC(=O)Nc3ccc4c(c3)OCO4)c3ccccc3n2)cc(OC)c1OC	?	.
NC(=O)[C@@H]1CCCN1Cc1c(C(=O)N2CCc3ccccc3C2)nc2ccc(Cl)cn12	-26%	-2
Cc1sc2nc(CSCC(=O)NC(C)(C)C)[nH]c(=O)c2c1C	?	.
Cc1ccc2c(=O)cc(C(=O)NC3CCS(=O)(=O)C3)oc2c1 (stereo not given)	i	15
CCOC(=O)N1CCN(C(=O)C(=O)NNC(=O)COc2ccc(Cl)cc2)CC1	3%	3
Continuation:
SMILES	S3 lipid droplet	S3 lipid droplet cell count max
Cc1cc(C)n(-c2ccc(NC(=O)C3CCCCN3C(=O)c3cc(C)oc3C)cc2)n1 (stereo not given)	?	.
O=C(O)Cn1cc(/C=C2/SC(=O)N(CC(=O)N3CCCCCC3)C2=O)c2ccccc21	-1%	-10
COc1ccc(NC(=O)c2ccc3c(c2)n(C)c(=O)n3C)cc1	25%	-1
Cc1c(NC(=O)C(=O)/C=C(\O)c2ccc(Cl)cc2)c(=O)n(-c2ccccc2)n1C	10%	10
CCOC(=O)c1c(NC(=O)c2ccc(S(=O)(=O)N3CCOCC3)cc2)sc2c1CCN(C(C)C)C2	i	7
CCC(=O)N1CCc2cc(S(=O)(=O)NC(Cc3ccccc3)C(=O)Nc3nccs3)ccc21 (stereo not given)	?	.
CN1CCN(C(=O)/C=C\C(=O)O)CC1	?	.
CCOC(=O)c1nn(-c2cccc(Cl)c2)c2nc(Nc3ccccc3)cc(=O)n12	-5%	-18
Cc1ccccc1OCC(=O)NCC(c1cccs1)N1CCOCC1 (stereo not given)	?	.
COC(=O)c1cc(S(=O)(=O)NCCc2ccc(Cl)cc2)c[nH]1	?	.
CC(=O)c1ccc(-n2c(C)ccc2-c2ccccc2)cc1	?	.
C/C(=C\c1ccccc1)CN1CCC(C(=O)N2CCC(C)CC2)CC1	1%	0
CC[C@@]12C(=O)N(c3cccc(F)c3)C(=O)N1[C@H](c1ccc(OC)cc1)[C@@H]1C(=O)N(C(C)(C)C)C(=O)[C@@H]12	-4%	-11
CCN(CC(=O)Nc1c(F)cccc1F)C(=O)C1CCN(S(=O)(=O)c2ccc(C)cc2C)CC1	9%	12
COc1cc2c(c3oc(-c4ccccc4)cc(=O)c13)C=CC(C)(C)O2	?	.
COc1ccc(S(=O)(=O)N2CCC(C(=O)Nc3ccc4c(c3)OCCO4)CC2)cc1OC	?	.
Cc1cc(N2CCN(c3nnnn3-c3ccccc3)CC2)n2ncnc2n1	?	.
O=C(COc1cccc(Cl)c1)Nc1cc(S(=O)(=O)N2CCOCC2)ccc1N1CCOCC1	?	.
CCN(CC)S(=O)(=O)c1ccc(N2CCCC2)c(NC(=O)c2ccncc2)c1	?	.
CNC(=O)NNC(=O)c1csc(-c2ccc(C(F)(F)F)cc2Cl)n1	i	.
O=C(Nc1ccccc1-c1ccccc1)C1CCCCC1	9%	3
O=c1[nH]c(CSc2nnc(Nc3ccccc3)s2)nc2ccccc12	6%	.
COc1ccccc1C1=CC(=O)C[C@H](c2ccc(Cl)cc2)C1	13%	-16
Cc1nc2c3ccccc3[nH]c(=O)n2n1	8%	7
Cc1cc(Cl)ccc1OCCCC(=O)N1CCN(S(=O)(=O)c2ccccc2)CC1	?	.
(listing goes on)
SMILES	S3 lipid droplet	S3 lipid droplet cell count max
CN(C(=O)CSc1nc(-c2ccccc2)cs1)C1CCS(=O)(=O)C1 (stereo not given)	19%	7
CCC(C)c1ccccc1NC(=O)COC(=O)C1=COCCO1 (stereo not given)	?	.
CCc1cc2c(-c3ccccc3)cc(=O)oc2cc1OC(=O)c1cccs1	?	.
CC1(C)OC(C)(C)/C(=C\c2ccccc2[N+](=O)[O-])C1=O	1%	1
CC1(C)CC(=O)c2cnc(NCc3ccco3)nc2C1	?	.
CSCCC(NC(=O)c1ccccc1)C(=O)NCCCSc1ccccc1 (stereo not given)	12%	-9
CCOC(=O)N1CCC(NC(=O)c2cc(-c3ccc(OC)cc3)nc3ccccc23)CC1	?	.
Cn1c(=O)[nH]c(=O)c2c1nc(Br)n2CCOc1ccccc1	?	.
Cc1cc(C)c2cccc(NC(=S)NC(=O)c3ccccc3)c2n1	-16%	-14
CCC(CC)NC(=O)c1nn(Cc2ccccc2)c(=O)c2ccccc12	i	2
CCC(c1nc2ccccc2c(=O)n1-c1cccnc1)N1C(=O)c2ccccc2C1=O (stereo not given)	i	6
COc1ccc(OC)c(C2=CC(=O)C[C@H](c3ccc4c(c3)OCO4)C2)c1	i	8
O=C(COC(=O)C12CC3CC(CC(C3)C1)C2)Nc1ccc(OC(F)F)cc1	?	.
O=C(COc1ccccc1)NCCSCc1ccco1	12%	12
CC(CC(=O)Nc1cc(S(=O)(=O)N2CCOCC2)ccc1OCC(F)(F)F)c1ccccc1 (stereo not given)	?	.
Cc1cc(O)cc2c1O[C@@](C)(CCC[C@@H](C)CCC[C@@H](C)CCCC(C)C)CC2	-22%	-12
CC(C)CCN(C(=O)Cc1ccc(Cl)c(Cl)c1)c1c(N)n(Cc2ccccc2)c(=O)[nH]c1=O	i	.
CC1CCN(S(=O)(=O)c2cccc3cccnc23)CC1	i	-5
COc1cc2c(cc1NC(=O)c1ccc3c(c1)OCO3)oc1ccccc12	?	.
Cc1ccc(Cl)c(OCC(=O)Nc2ccc(S(=O)(=O)NC3=NCCCCC3)cc2)c1	?	.
Cc1cccc(-c2nnc(SCC(=O)c3ccc(O)cc3O)n2C)c1	?	.
Cc1ccc(O)c(C(=O)c2cnn(C(=O)c3cccc(S(=O)(=O)N(C)C)c3)c2)c1	?	.
O=C(Nc1cccc(-c2cn3c(n2)SCC3)c1)c1ccc(Br)o1	7%	12
O=C(CN1CCC(C(=O)c2ccc3c(c2)OCCO3)CC1)Nc1ccccc1F	i	3
CCCCNC(=O)/C(=C\c1ccc([N+](=O)[O-])o1)NC(=O)c1ccccc1	2%	-16

Sorted by molar mass (largest number first): part of the list above.
SMILES	S3 lipid droplet	S3 lipid droplet cell count max
CC[C@@]12C(=O)N(c3cccc(F)c3)C(=O)N1[C@H](c1ccc(OC)cc1)[C@@H]1C(=O)N(C(C)(C)C)C(=O)[C@@H]12	-4%	-11
CC(C)CCN(C(=O)Cc1ccc(Cl)c(Cl)c1)c1c(N)n(Cc2ccccc2)c(=O)[nH]c1=O	i	.
Cc1ccc(Cl)c(OCC(=O)Nc2ccc(S(=O)(=O)NC3=NCCCCC3)cc2)c1	?	.
Cc1cc(Cl)ccc1OCCCC(=O)N1CCN(S(=O)(=O)c2ccccc2)CC1	?	.
CCN(CC(=O)Nc1cc(OC)ccc1OC)Cc1nc2ccccc2c(=O)[nH]1	?	.
O=C(Nc1cccc(-c2cn3c(n2)SCC3)c1)c1ccc(Br)o1	7%	12
O=c1[nH]c(CSc2nnc(Nc3ccccc3)s2)nc2ccccc12	6%	.
Cc1cccc(-c2nnc(SCC(=O)c3ccc(O)cc3O)n2C)c1	?	.
CCC(CC)NC(=O)c1nn(Cc2ccccc2)c(=O)c2ccccc12	i	2
Cc1sc2nc(CSCC(=O)NC(C)(C)C)[nH]c(=O)c2c1C	?	.
Cc1ccc2nsnc2c1S(=O)(=O)N1CCCC1C(=O)O (stereo not given)	0%	-1
CCC(C)c1ccccc1NC(=O)COC(=O)C1=COCCO1 (stereo not given)	?	.
O=C(Nc1nnc(-c2ccccc2Cl)o1)c1cccnc1	i	.
COc1ccc(OC)c(NC(=O)c2cc3ccccc3o2)c1	?	.
CC(=O)c1ccc(-n2c(C)ccc2-c2ccccc2)cc1	?	.
Cc1ccsc1C(=O)N(C)C1CCS(=O)(=O)C1 (stereo not given)	?	.
Cc1nc2c3ccccc3[nH]c(=O)n2n1	8%	7

(list continues)
SMILES	S3 lipid droplet	S3 lipid droplet cell count max
COc1cc(NC(=O)COc2ccccc2[N+](=O)[O-])ccc1NC(=O)c1cccs1	?	.
COc1ccc(CN2CCCCCC2)cc1Br	i	28
O=C(CSc1nnc(C2CCCCC2)n1-c1ccccc1)NCc1ccco1	?	.
CC(=O)Nc1ccc(C2=NNC(=Nc3ccc(S(=O)(=O)N4CCOCC4)cc3)SC2)cc1	1%	-3
CCc1nnc(NS(=O)(=O)c2ccc(NC(=O)c3ccc(C#N)cc3)cc2)s1	12%	1
CCN(Cc1ccncc1)S(=O)(=O)c1ccc(C(C)=O)cc1	-6%	-20
CCN(CC)S(=O)(=O)c1ccc(N2CCCC2)c(NC(=O)Cc2ccc(OC)cc2)c1	?	.
COc1ccccc1CN1CC(C(=O)NCCc2ccc(C)o2)CCC1=O (stereo not given)	-9%	18
Oc1ccc(-c2csc(Nc3cccc4ccccc34)n2)cc1O	?	.
CC(Sc1cccc(C(F)(F)F)c1)C(=O)NC(N)=O (stereo not given)	i	11
CCOC(=O)CCCSc1nc2sc(C)c(C)c2c(=O)[nH]1	i	.
O=C(NCCc1ccccn1)c1cc(C(=O)C2CCCCC2)c[nH]1	3%	11
COc1ccc(NC(=O)COc2cccc3c2CCN(C)C3=O)c(OC)c1	?	.
CC1(C(=O)NC2CCCCC2)CCC(=O)N1Cc1ccc2c(c1)OCO2 (stereo not given)	5%	1
CC1CCCCC12NC(=O)N(CC(=O)N1CCc3ccccc31)C2=O (stereo not given)	?	.
O=S(=O)(c1cccc2nonc12)N1CCN(c2ccccc2F)CC1	19%	2
CC(NS(=O)(=O)c1ccccc1)C(=O)NCc1ccco1 (stereo not given)	?	.
CCOC(=O)CCc1c(C)nc2c(c(C)nn2-c2ccc(C)cc2)c1C	11%	.
CCC1(CC)NC(=O)N(CC(=O)N2N=C(c3ccc(Cl)cc3)CC2c2ccco2)C1=O (stereo not given)	?	.
Cc1nn(-c2ccccc2)c(Cl)c1/C=N/Nc1ccc(Cl)c(C(=O)O)c1	?	.
N=C1/C(=C\c2ccc(SCc3ccco3)o2)C(=O)N=C2SC=NN12	16%	8
COC(=O)c1cc(S(=O)(=O)NCCc2ccccc2)c[nH]1	i	-13
CC1(C)NC(=O)N(CCOc2cccc(Oc3ccccc3)c2)C1=O	14%	-18
O=S(=O)(c1ccccc1)N1CCN(Cc2ccccc2)CC1	?	.
Cc1ccc(-c2cn3cc([N+](=O)[O-])ccc3n2)cc1	8%	0
Next section:
SMILES	S3 lipid droplet	S3 lipid droplet cell count max
O=C(Nc1cccc(F)c1)C1CCCN(S(=O)(=O)c2ccc(-n3cnnn3)cc2)C1 (stereo not given)	?	.
Cn1ncc(N=Cc2c(O)ccc3ccccc23)c1C(=O)Nc1cccc(Cl)c1	6%	24
Cc1ccc(CNS(=O)(=O)c2ccc(CN3C(=O)c4cccnc4C3=O)s2)o1	i	-4
CN(Cc1ccccc1)S(=O)(=O)c1ccc(NS(C)(=O)=O)cc1	16%	2
O=c1[nH]c(C2CCCN(S(=O)(=O)c3ccccc3)C2)nc2c1nnn2Cc1ccccc1 (stereo not given)	?	.
COC(=O)N/N=C(\C)c1ccco1	3%	21
COc1cccc(C2=CC(=O)C[C@H](c3ccc(OC)c(OC)c3)C2)c1	?	.
NC(=O)C(Cc1ccccc1)N1C(=O)c2ccccc2C1=O (stereo not given)	-20%	-7
CCc1ccc(NC(=O)C(=O)NCc2ccccn2)cc1	28%	25
COCCCn1c(SCc2cccc(C(F)(F)F)c2)nc2cc(OC)c(OC)cc2c1=N	?	.
CC(C)N(CC#CC(O)(c1ccccc1)c1ccccc1)C(C)C	2%	17
CCOC(=O)c1c(C)[nH]c(C)c1S(=O)(=O)N(C)CC(=O)NCc1cccc(Br)c1	?	.
CN(C)S(=O)(=O)c1ccc(NC(=O)CN2CCC(Cc3ccccc3)CC2)cc1	?	.
Cc1cc(C(F)F)nn1CC(=O)NC1C(=O)N2C(C(=O)O)=C(CSc3nnnn3C)CSC12 (stereo not given)	-5%	-4

Screens as filed in PubChem BioAssay.
